# Source: PubChem
# RORg inh – qHTS for inhibitors of ROR gamma transcriptional activity | AID 2551, 2010 | Potency, µM (titrated, usually from 53.6 µM), inactives show at the top dose activity change, negative = inhibition, actives largely listed as inhibitors | Drosophila S2 Gal4-RORgamma UAS-luciferase reporter, 20 h | Nuclear receptor ROR-gamma (Mus musculus), P51450 | hit rate 5.4% among 310,000; further: potency means the concentration at half of the fitted maximal effect; on the % scale 0 is the no-effect control and ±100 the full control effect; nearly all actives have a fitted effect of over 60% in size
# Target sequence (P51450 whole entry, looked up, the tested form may be a part): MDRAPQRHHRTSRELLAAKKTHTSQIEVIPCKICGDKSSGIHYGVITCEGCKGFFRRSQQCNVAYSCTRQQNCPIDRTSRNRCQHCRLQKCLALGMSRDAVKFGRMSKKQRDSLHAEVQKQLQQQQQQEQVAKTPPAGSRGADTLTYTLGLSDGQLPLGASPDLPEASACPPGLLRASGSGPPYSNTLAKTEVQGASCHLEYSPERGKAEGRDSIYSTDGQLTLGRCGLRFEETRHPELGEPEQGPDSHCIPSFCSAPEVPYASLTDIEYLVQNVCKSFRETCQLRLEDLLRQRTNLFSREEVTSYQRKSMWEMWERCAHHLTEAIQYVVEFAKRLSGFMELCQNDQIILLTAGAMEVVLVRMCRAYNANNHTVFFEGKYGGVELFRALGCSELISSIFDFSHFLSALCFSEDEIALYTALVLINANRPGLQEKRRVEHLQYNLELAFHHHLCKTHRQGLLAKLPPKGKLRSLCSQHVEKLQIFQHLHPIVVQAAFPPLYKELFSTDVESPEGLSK
#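 Stably transfected Drosophila Schneider cells are the test system, with ROR gamma fused to Gal4 and luciferase under UAS control; luminescence is read after 20 hr of 700 uM copper sulfate induction at ambient temperature.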
# ELG1 genotoxic – qHTS screen for small molecules that induce genotoxicity in human embryonic kidney (HEK293T) cells expressing luciferase-tagged ELG1; HEK293T ELG1-luciferase reporter, luminescence, 16 h; Potency, µM (doses to about 46 µM), for inactives: at the top dose activity change, positive = activation, most hits filed as activators; hit rate 1.3% among 330,000; AID 504466, 2011; further: potency means the concentration at half of the fitted maximal effect; % of control where 0% means no effect; nearly all actives have a fitted effect of over 60% in size
#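 Luminescence read-out: rising ELG1-luciferase signal, reflecting elevated ELG1 protein under genetic stress, flags genotoxic compounds. Cells were treated for 16 hr at 37 °C before ONE-Glo detection.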
# BRCA1 expr up – qHTS Assay to Identify Small Molecule Activators of BRCA1 Expression; hit rate 1.1% among 380,000; Potency, µM (series often up to 46.1 µM), for the others: at the top dose activation, hits mostly activators; MCF7-BRCA1-FFLuc reporter, luminescence, 48 h; response scale: scaled: vehicle 0%, 10 µM genistein 100%; further: potency means the concentration at half of the fitted maximal effect; nearly all actives have a fitted effect of over 80% in size; some results filed as inactive show a strong effect at the top dose
#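 MCF7-BRCA1-FFLuc, 2000 cells/well; 2 h attach, 37 °C/5% CO2; compound 48 h; luciferase substrate 15 min; luminescence end-point. Norm. to genistein 10 microM max activation and DMSO; concentration-response curves fitted.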
# TRPV1 ag – HTS Assay for Compounds that Act as Agonists of the Vanilloid Receptor 1. Transient receptor potential cation channel subfamily V member 1 (Homo sapiens), Q8NER1. TRPV1-expressing cells, Fluo-8 calcium influx, agonist mode. activation, % at 8.33 µM. hit rate 0.19% among 320,000; in the data active means activation above about 80%; inconclusive means between about 30% and that limit; further: 0% is about no effect
#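 Fluo-8 calcium influx in TRPV1-expressing cells, kinetic read (ex 480/em 520 nm). Compound added and read 3 min for agonist activity, followed by capsaicin at EC20 final and 2 min further read for enhancement.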
# Tb PFK block – qHTS Assay to Find Inhibitors of T. brucei phosphofructokinase | ATP-dependent 6-phosphofructokinase (Trypanosoma brucei brucei), O15648 | T. brucei PFK, ADP-Glo luminescence | Potency, µM (doses to about 57.5 µM), for inactives: top-dose activity, negative = inhibition, usual class: inhibitors | hit rate 0.17% among 330,000;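 further: potency means the concentration at half of the fitted maximal effect; 0% = uninhibited 1x PFK enzyme wells and -100% = no-enzyme wells; nearly all actives have a fitted effect of over 60% in size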
# Target sequence (O15648 whole entry, looked up): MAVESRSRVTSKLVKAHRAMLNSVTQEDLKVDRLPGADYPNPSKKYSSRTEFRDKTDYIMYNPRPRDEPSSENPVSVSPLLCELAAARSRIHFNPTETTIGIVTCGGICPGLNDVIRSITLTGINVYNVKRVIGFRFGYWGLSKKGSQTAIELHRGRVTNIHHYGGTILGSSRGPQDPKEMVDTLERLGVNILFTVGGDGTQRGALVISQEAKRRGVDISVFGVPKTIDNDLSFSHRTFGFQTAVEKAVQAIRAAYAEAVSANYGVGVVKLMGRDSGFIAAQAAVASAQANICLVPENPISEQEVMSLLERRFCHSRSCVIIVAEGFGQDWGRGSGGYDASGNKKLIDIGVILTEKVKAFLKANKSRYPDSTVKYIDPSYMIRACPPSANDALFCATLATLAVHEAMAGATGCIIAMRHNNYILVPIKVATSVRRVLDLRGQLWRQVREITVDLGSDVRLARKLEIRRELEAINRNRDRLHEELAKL
#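 In TEA buffer at pH 8.0 with 5 mM MgCl2, enzyme (1.25 nM) converted F6P (0.5 mM) and ATP (0.1 mM) for 45 min at room temperature. ADP product was read by luciferase luminescence.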
# NPC1 prom act – qHTS Assay for NPC1 Promoter Activators; hit rate 2.4% among 320,000; Potency, µM (titrated, usually from 9.22 µM), for inactives: at the top dose activation, most hits filed as activators; Huh7 NPC1 promoter luciferase reporter, 24 h;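 further: potency means the concentration at half of the fitted maximal effect; % of control where 0% means no effect; nearly all actives have a fitted effect of over 60% in size; reporter is driven by a mutant NPC1 promoter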
#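 Luciferase expression driven by the NPC1 promoter was measured in stably transfected Huh7 cells after a 24 h compound incubation, using a luciferase reagent and a luminescence read.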
# FLuc counter – qHTS profiling assay for firefly luciferase inhibitor/activator using purifed enzyme and Km concentrations of substrates (counterscreen for miR-21 project); Luciferin 4-monooxygenase (Photinus pyralis), P08659; Potency, µM (doses to about 57.5 µM), for the others: top-dose activity change, negative = inhibition, most hits filed as inhibitors; AID 588342, 2011; purified FLuc, Km substrates, luminescence inhibition; hit rate 6.9% among 360,000;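 further: potency means the concentration at half of the fitted maximal effect; plate controls were vehicle for no effect and reference inhibitor for full effect; nearly all actives have a fitted effect of over 55% in size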
#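 Purified P. pyralis luciferase, 10 nM final, with Km-level 10 uM D-luciferin and 10 uM ATP in 50 mM Tris acetate pH 7.5, 10 mM Mg acetate, 0.01% Tween-20, 0.05% BSA; 6-point qHTS titration about 60 µM downward; luminescence read.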
# Rab9 prom act – qHTS Assay for Rab9 Promoter Activators | Huh7 Rab9 promoter-luciferase reporter, luminescence, 24 h | Potency, µM (series often up to 9.22 µM), without a hit: at the highest dose activation, negative = inhibition, usual class: activators | hit rate 2.8% among 320,000 | AID 485297, 2010; further: potency means the concentration at half of the fitted maximal effect; % of control where 0% means no effect; nearly all actives have a fitted effect of over 60% in size
#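 Huh7 cells stably carrying Rab9 promoter–luciferase reporter, plated 1500 cells/well, compound added after 2 h and incubated 24 h at 37 °C; luciferase luminescence then read after 10 min with detection reagent.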
# p53 reactivation – qHTS assay for re-activators of p53 using a Luc reporter. H1299 p53-A138V BP100-luciferase reporter, luminescence, 24 h. Potency, µM (doses to about 92.2 µM), for the others: at the top dose activity change, positive = activation, hits mostly activators. hit rate 0.063% among 320,000; further: potency means the concentration at half of the fitted maximal effect; % of control where 0% means no effect; nearly all actives have a fitted effect of over 45% in size
#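 p53-null H1299 cells stably carrying temperature-sensitive p53-A138V and a BP100-luciferase reporter were pinned with compounds (4-point, 1:5 series) and held 24 hrs at 37 deg C. Luminescence was read 10 min after detection reagent.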
# ELG1 DNA repair – qHTS screen for small molecules that inhibit ELG1-dependent DNA repair in human embryonic kidney (HEK293T) cells expressing luciferase-tagged ELG1 | Potency, µM (titrated, usually from 46.1 µM), for the others: top-dose activity change, negative = inhibition, actives largely listed as inhibitors | hit rate 2.3% among 330,000 | HEK293T ELG1-luciferase reporter, luminescence, 16 h; DNA damage induced by 5-fluorouridine; further: potency means the concentration at half of the fitted maximal effect; on the % scale 0 is the no-effect control and ±100 the full control effect; nearly all actives have a fitted effect of over 55% in size
#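 Step one: seed 2,000 cells per well. Step two: pin-transfer compound or DMSO alongside 5-fluorouridine. Step three: incubate 16 hr, 37 °C, 5% CO2. Step four: add ONE-Glo, wait 30 min, read luminescence.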
# Gal4-VP16 FLuc – VP16 counterscreen qHTS for inhibitors of ROR gamma transcriptional activity; hit rate 3.5% among 310,000; AID 2546, 2010; Potency, µM (titrated, usually from 53.6 µM), for the others: top-dose activity, negative = inhibition, actives largely listed as inhibitors; Drosophila S2 Gal4-VP16 UAS-luciferase, luminescence, 20 h;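 further: Gal4-VP16 expression switched on by copper sulfate through the metallothionein promoter; potency means the concentration at half of the fitted maximal effect; on the % scale 0 is the no-effect control and ±100 the full control effect; nearly all actives have a fitted effect of over 50% in size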
# * marks the source's active call; other numbers are inactive results; ? = inconclusive; . = no result given; [ ] = dose if it differs, or a comment. Unless noted, the call rests on the fitted dose curve; in most records, active means well fitted curve in the direction sought with a large enough effect; inconclusive means small, poorly fitted or top-dose-only effect, or another doubt; inactive means no such curve, though single readings can be large; an effect the other way counts as inactive or inconclusive.
SMILES,RORg inh,ELG1 genotoxic,BRCA1 expr up,TRPV1 ag,Tb PFK block,NPC1 prom act,FLuc counter,Rab9 prom act,p53 reactivation,ELG1 DNA repair,Gal4-VP16 FLuc
O=C(c1cnn2c(C(F)F)cc(-c3ccccc3)nc12)N1CCN2CCCC2C1 (stereo not given),17%,0%,-42%,2,0%,-2%,0%,0%,0%,?,5%
CCCCCN(C(=O)CCC(=O)OC(C)C(=O)c1ccccc1)c1c(N)n(CCCC)c(=O)[nH]c1=O (stereo not given),.,1%,-14%,1,-2%,-1%,1%,0%,-6%,5%,.
COc1cccc(NC(=O)Cn2nc(Cc3cccnc3)c3ccccc3c2=O)c1,-1%,-7%,-2%,-1,-2%,1%,1%,0%,-8%,-8%,-12%
C=CCNC(=O)C1CC=CCC1C(=O)O (stereo not given),-15%,3%,9%,-3,3%,-1%,2%,3%,1%,10%,-4%
CCC1NC(C(=O)O)Cc2c1[nH]c1ccccc21 (stereo not given),.,-2%,-2%,-3,1%,0%,0%,-1%,14%,-13%,.
COc1ccc(CNC(=O)C(c2ccc(O)cc2)N(Cc2ccco2)C(=O)c2snc(C(N)=O)c2N)cc1 (stereo not given),42%,-12%,-25%,-1,-2%,2%,2%,3%,-5%,6.5µM*,?
Cc1ccc(S(=O)(=O)N2CCOCC2)cc1C(=O)Nc1cccc(S(=O)(=O)N2CCCC2)c1,-27%,-10%,-28%,4,-3%,-3%,6%,-6%,0%,?,2%
Cc1ccc2nc(C(C)O)[nH]c2c1 (stereo not given),27%,0%,18%,-1,-4%,8%,-8%,-4%,2%,10%,-4%
O=C1CCCc2ccccc2N1Cc1ccc(Cl)cc1Cl,9%,-4%,-54%,22,0%,-4%,0%,-1%,0%,-17%,-16%
Cc1occc1-c1nnc(SCC(=O)c2ccccc2)n1CC1CCCO1 (stereo not given),10%,-2%,16%,-3,-9%,9%,-4%,8%,9%,2%,-3%
Cc1ccc2cc(CN(Cc3cccs3)C(=O)c3ccco3)c3nnnn3c2c1C,42%,6%,.,1,2%,-1%,-2%,-4%,0%,9%,-20%
CC(C)NC(=O)CCn1ccc2cc(S(=O)(=O)N3CCCC3)ccc21,10%,1%,2%,1,-3%,1%,1%,-4%,14%,13%,-5%
O=C1/C(=C/c2ccc(F)c(F)c2)CSc2sccc21,?,1%,-27%,11,?,-1%,-9%,-2%,2%,?,12%
COc1ccccc1NC(=O)C(C)OC(=O)CCC1CCCCC1 (stereo not given),0%,2%,-34%,?,-3%,-5%,4%,14%,17%,3%,-6%
COc1ccc(C2C(C(=O)OCC(=O)NC(C)(C)C)CCC(=O)N2c2ccc(C)cc2)cc1OC (stereo not given),-3%,3%,1%,-4,1%,-1%,0%,-2%,-1%,10%,-1%
CC(NC(=O)CCNC(=O)c1ccccc1Cl)c1ccc(-n2ccnc2)cc1 (stereo not given),-8%,0%,-4%,-9,5%,2%,1%,-3%,7%,3%,1%
CC(C)c1ccc(N)c(S(=O)(=O)O)c1,-2%,-2%,0%,-2,-1%,-3%,3%,-2%,1%,-9%,-3%
CN(C)CCCNC(=S)Nc1ccc(Oc2ccccc2)cc1,-41%,0%,-12%,-1,-10%,1%,5%,-5%,19%,?,-15%
CCN(CC(=O)Nc1cc(Cl)ccc1C)C(=O)c1ccc2c(=O)n3c(nc2c1)CCC3,.,-8%,26%,5,-4%,4%,2%,2%,-2%,-4%,.
Cc1cccc(-c2nc(CSCC(=O)N3CCN(Cc4ccc5c(c4)OCO5)CC3)c(C)o2)c1,34%,?,-27%,17,-3%,-4%,4%,-19%,-7%,?,0%[0.365 µM]
CCC(C)NC(=O)CS(=O)Cc1nc(-c2cccc(OC)c2)oc1C (stereo not given),0%,2%,-4%,1,-1%,0%,4%,-6%,-21%,-1%,-1%
COc1ccc(/C=N/n2c(-c3ccccc3)n[nH]c2=S)cc1,5.6µM*,-5%,-18%,15,-9%,1%,-2%,-2%,.,-12%,4.5µM*
COc1ccc(N(C(=O)CNC(=O)c2ccco2)C(C(=O)NC2CCCCC2)c2ccncc2)cc1 (stereo not given),-28%,2%,-17%,1,-7%,0%,3%,-5%,-3%,5%,-4%
COc1ccc(Sc2ccc(-c3nc4cnccn4c3NC3CCCCC3)cc2OC)cc1,.,-11%,-13%,.,3%,.,.,.,-2%,?,.
COCCCNC(=S)Nc1cccc(S(=O)(=O)NC2=NCCC2)c1,14%,1%,-14%,2,0%,-6%,-2%,0%,2%,12%,3%
CN(C)CCCN1CC(=O)N2[C@@H](Cc3c([nH]c4ccccc34)C2(C)C)C1=O,-17%,2%,0%,4,1%,-4%,0%,16%,-2%,1%,-2%
CSc1ccccc1NC(=O)COc1ccccc1Cl,?,3%,-10%,22,9%,3%,?,6%,10%,?,4%
Cc1ccc(NC(=O)Nc2ccc3c(c2)CCC3)c(C)c1,4%,8%,41%,1,1%,-2%,4%,8%,0%,22%,18%
Cc1c(/C=N\NC(=O)C2COc3ccccc3O2)c2ccccc2n1C (stereo not given),-8%,15%,-74%,-2,-3%,-9%,?,-27%,?,1%,-5%
Cc1ccc(NC(=O)CSc2nnc(C3CC3)n2C)cc1S(=O)(=O)N1CCCCC1,.,-2%,-13%,-8,1%,-5%,1%,-9%,-5%,-20%,.
O=C1N=c2ccc([N+](=O)[O-])cc2=C1c1sc(=O)[nH]c1O,16%,-7%,-5%,-1,-2%,1%,4%,5%,14%,-1%,-4%
CC(c1ccccc1)n1c(-c2ccc(C(C)(C)C)cc2)n[nH]c1=S (stereo not given),7.1µM*,-5%,-5%,?,1%,-3%,0%,-4%,?,10%,7.1µM*
N=c1c(C(=O)NCc2ccco2)cc2c(=O)n3ccccc3nc2n1Cc1ccc(Cl)cc1,-1%,0%,-59%,0,12%,-1%,-1%,-3%,-4%,?,9%
COc1ccccc1CN(CC(=O)NCc1ccc2c(c1)OCO2)C(=O)c1ccc2c(c1)OCCO2,-4%,-4%,-34%,3,1%,2%,-3%,-1%,-12%,?,-8%
Cc1cccc(NC(=O)Nc2ccccn2)c1C,22%,13%,70%,13,1%,?,9.5µM*,4µM*,10%,?,?
CCOc1ccc(NS(=O)(=O)c2ccc(SC)cc2)cc1,?,-4%,-34%,11,-3%,2%,-3%,-6%,5%,-17%,?
COc1ccc(OC)c(NS(=O)(=O)c2cc(OC)ccc2OC)c1,5%,2%,0%,7,-5%,-1%,6%,2%,-9%,8%,4%
CN(C)CCSc1nnc2sc3ccccc3n12,-17%,2%,18%,1,3%,9%,4%[2.3 µM],-2%,-3%,9%,2%
COc1ccc(N2CCN(CCNC(=O)Nc3ccc(Cl)cc3)CC2)cc1,2%,-6%,-22%,-6,-3%,0%,1%,-9%,-4%,?,1%
N#Cc1c(SCC(=O)OCc2ccccc2)nsc1SCC(=O)OCc1ccccc1,-21%,-2%,8%,0,-6%,1%,-1%,2%,-1%,4%,-3%
COc1ccc(N(C)S(=O)(=O)c2cccc(C(=O)Nc3ccc(N4CCOCC4)cc3)c2)cc1,.,-7%,-27%,8,0%,-6%,-15%,0%,-9%,?,.
COc1cccc(-c2nc(-c3ccccn3)no2)c1,?,2%,-90%[inhibitor],7,-21%,?,0.34µM*,0.11µM*,-9%,.,4.5µM*
Cc1nn(CCC#N)c(C)c1Oc1ccccc1O,2%,-2%,-3%,-2,10%,-7%,-3%,-4%,0%,5%,-3%
CC(C)C(=O)NC(CC(=O)O)c1ccccc1 (stereo not given),-1%,0%,-11%,-3,4%,0%,4%,2%,-2%,?,0%
CC(C)CN1C(=O)c2ccc(C(=O)NCc3ccccn3)cc2C1=O,7%,3%,-3%,6,2%,4%,7%,0%,0%,-1%,7%
